S100A4 MyoIIA = S100A4-myosin IIA interaction inhibition; P26447; inhibition, % at 10.7 µM; 360,000 compounds, 0.14% hits; S100A4/TAMRA-MyoIIA peptide fluorescence polarization;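 active = mean inhibition of at least 70% across replicates, with every replicate also reaching that level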
Target sequence (P26447 whole entry, looked up): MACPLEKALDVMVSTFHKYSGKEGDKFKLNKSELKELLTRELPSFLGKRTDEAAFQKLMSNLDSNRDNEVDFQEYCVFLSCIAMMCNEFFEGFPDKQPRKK
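Assay system: human S100A4 monomer with TAMRA-labelled myosin IIA peptide / Buffer or medium: Calcium-containing HEPES buffer, pH 7.2 / Reagent: TAMRA-labelled myosin IIA heavy-chain peptide probe, 5 nM / Compound: one dose per compound / Timing: polarization read 5 min after assay mix addition, stable 5–60 min / Benchmarks: neutral control DMSO, positive control TFP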
ERp5 block = blocks human ERp5 reductase activity on insulin | ERp5 insulin aggregation, absorbance 650 nm, 90 min | inhibition, % at 9.99 µM | 350,000 compounds, 0.05% hits;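 active = mean replicate inhibition above about 25%, with every replicate also reaching it, limit read from the data, passing the limit was not always enough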
Target sequence (Q15084 whole entry, looked up): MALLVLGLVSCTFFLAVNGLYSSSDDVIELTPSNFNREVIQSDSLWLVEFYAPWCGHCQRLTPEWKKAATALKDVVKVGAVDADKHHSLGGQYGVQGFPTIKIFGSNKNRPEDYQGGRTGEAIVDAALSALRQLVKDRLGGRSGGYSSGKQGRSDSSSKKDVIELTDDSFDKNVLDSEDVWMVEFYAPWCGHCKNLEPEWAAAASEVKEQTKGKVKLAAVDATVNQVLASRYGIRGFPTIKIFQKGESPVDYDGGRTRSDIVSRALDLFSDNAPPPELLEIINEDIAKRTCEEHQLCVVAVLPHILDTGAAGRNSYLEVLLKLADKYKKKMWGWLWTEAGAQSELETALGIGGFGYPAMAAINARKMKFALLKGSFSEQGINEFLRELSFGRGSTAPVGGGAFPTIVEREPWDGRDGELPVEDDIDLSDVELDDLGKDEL
esBAF inh = SWI/SNF esBAF complex inhibition; 350,000 compounds, 2% hits; AID 602393; reporter increase, % at 12.5 µM; mouse ES cells, Bmi1-luciferase knock-in reporter, 24 h; 100% = twice the neutral-well signal; in the data active = activation above about 40%;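 also: 0% = median of the plate's neutral control wells and 100% = double that signal; a rise in the Bmi1 reporter signal indicates esBAF inhibition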
Xi reactivation = reactivates the inactive X chromosome in mouse fibroblasts; XiGFP mouse fibroblasts, % GFP-positive cells imaging, 3 d; cells co-treated with 5-aza-dC sensitizer; scaled so ellipticine positive control = 100%; 360,000 compounds, 0.055% hits; activation, % at 7.58 µM;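 active = mean normalized replicate activation at least 10% and every replicate at or above 10%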;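 also: 0% = median of on-plate neutral control wells and 100% = ellipticine 6 µM median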
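System: XiGFP fibroblasts, SV40-immortalized. Medium: DMEM plus 5-aza-dC sensitizer. Doses: single point. Timing: 3 d treatment, 15 min room-temperature fixation. Control set: ellipticine 6 µM.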
E-sel inducer = E-selectin induction on HUVECs. 260,000 compounds, 0.37% hits. activation, % at 7.58 µM. HUVEC E-selectin immunofluorescence imaging; normalized: neutral wells 0, TNF-alpha wells 100. P16581;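 active = mean E-selectin-positive cell signal at least 10% of the positive control, reached in at least 60% of replicates, without over 20% cell loss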;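 also: in these data hits start at about 27%; measured in HUVEC primary endothelial cells; signal is the percent of cells scored E-selectin positive by PE staining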
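Read-out: % PE-positive cells | Test system: HUVEC | Doses: One compound dose added by pin transfer | Buffer or medium: EGM-2 over gelatin coat | Signal: Immunofluorescence imaging | Benchmarks: TNF-alpha, DMSO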
RAD54 inh = blocks human RAD54 Holliday junction branch migration. FAM/BHQ fluorescence. inhibition, % at 10.4 µM. 360,000 compounds, 0.14% hits;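 active = mean normalized replicate activity at least 40 and at least half of replicates scoring 40 or more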;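 also: 0% = median of neutral control wells and 100% = median of positive control wells; inhibitors cause a drop in the FAM fluorescence signal; in these data hits start at about 50%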
ERAP1 HTS inh = ERAP1 (human) enzyme inhibition | Q9NZ08 | recombinant ERAP1, Leu-AMC fluorescence, 60 min | inhibition, % at 10.7 µM | 340,000 compounds, 0.15% hits | AID 652197;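 active = mean replicate inhibition of at least 30%, or all replicates individually reaching that 30% level; inactive = mean below 30% and not every replicate reaching it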;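 also: 0% = neutral control wells and 100% = L-leucinethiol positive control wells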
RAD52 inh = blocks human RAD52 DNA annealing; recombinant RAD52 DNA annealing, FRET fluorescence; 360,000 compounds, 0.46% hits; inhibition, % at 18.7 µM; P43351;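 active = every replicate showing at least 50% inhibition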
Target sequence (P43351 whole entry, looked up): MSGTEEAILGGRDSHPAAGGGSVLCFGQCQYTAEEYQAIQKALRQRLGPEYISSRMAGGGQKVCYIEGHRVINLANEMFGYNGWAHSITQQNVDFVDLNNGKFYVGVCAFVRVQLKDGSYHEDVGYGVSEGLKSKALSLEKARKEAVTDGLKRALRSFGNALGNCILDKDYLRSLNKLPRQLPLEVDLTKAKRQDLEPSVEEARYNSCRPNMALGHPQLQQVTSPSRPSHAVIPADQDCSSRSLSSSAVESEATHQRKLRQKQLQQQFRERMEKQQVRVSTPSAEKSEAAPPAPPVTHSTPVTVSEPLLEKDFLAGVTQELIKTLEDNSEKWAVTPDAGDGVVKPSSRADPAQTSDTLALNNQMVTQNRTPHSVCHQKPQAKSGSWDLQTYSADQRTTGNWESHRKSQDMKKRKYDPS
* marks the source's active call; other numbers are inactive results; nt = no result given; & = joins results of further samples.

The line under a structure holds: S100A4 MyoIIA, ERp5 block, esBAF inh, Xi reactivation, E-sel inducer, RAD54 inh, ERAP1 HTS inh, RAD52 inh
CC(C)NC(=O)CSc1ccccc1C(=O)NNC(=O)Cn1ccc(C(F)(F)F)n1
 : -7, 4, 0, 0.0, 0.0, -8, -1, -4
C[C@@H]1CN([C@H](C)CO)C(=O)c2cc(-c3cccnc3)cnc2O[C@H]1CN(C)C(=O)NC1CCCC1
 : 3, 8, -7, -0.8, 0.3, 8, -3, 11
Cc1ccc(C)c(S(=O)(=O)N2CCCCC2CCNC(=O)C(=O)NCc2ccccc2)c1 (stereo unspecified)
 : -6, -4, -26, 0.0, 0.4, 1, -1, -7
CC(C)(C)OC(=O)NCCCCCNC(=O)c1nc[nH]c1C(=O)NCc1ccc(CNC(=O)OC(C)(C)C)cc1
 : 2, 4, 13, -0.2, 0.1, -1, 0, 2
COc1ccc(C(=O)C2CCN(C(=S)NCCc3ccccc3)CC2)cc1
 : -8, -3, nt, 0.1, 3.0, nt, -1, -10
O=C(CN1C(=O)c2ccccc2S1(=O)=O)N1CCN(c2ccccc2)CC1
 : -5, -1, nt, nt, nt, nt, 0, 1
Cc1ccc(S(=O)(=O)N2CCC(=O)N(C(COCc3ccc(C(F)(F)F)cc3)Cc3ccccc3)CC2)cc1 (stereo unspecified)
 : 2, 1, 10, 0.2, nt, 7, -3, -15
CCC(=O)N1CC[C@@H]2[C@@H](CO)Nc3ccc(C#Cc4ccccc4)cc3[C@@H]21
 : -1, 2, 3, 0.0, 0.0, -22, -1, 7
CCOc1cccc(NCc2cc3c(C(C)(C)C)nn(-c4ccccc4)c3[nH]c2=O)c1
 : -8, 4, -2, nt, nt, 3, 2, -25
COc1cc(NC(=O)CC(C)n2ccnc2)cc(OC)c1 (stereo unspecified)
 : 42, 0, 0, -0.1, 0.1, 8, -2, -16
COc1ccc(-c2ccc(C(=O)Nc3ccc(OC)nc3)c3occc23)c(C)c1
 : 7, 0, 13, 0.2, 0.0, 0, 8, -5
Cc1cccc2nc3c(nc12)-c1ccccc1C3=O
 : -7, 3, nt, 0.1, nt, nt, nt, -10
Cc1noc(C)c1S(=O)(=O)Nc1ccc2c(c1)CC(=O)N([C@@H](C)CO)C[C@H](C)[C@@H](CN(C)S(=O)(=O)c1ccc(Cl)cc1)O2
 : -28, 6, 2, -0.8, 0.7, -8, 1, 10
Cc1ccc(N=Cc2nc(-c3ccc(C)cc3)oc2O)cc1
 : 1, 5, nt, 0.3, nt, nt, -1, -143
Cc1cc2oc3ccc(NCCC4CCCN4C)cc3c(=O)c2cc1C (stereo unspecified)
 : 7, 0, -86, 0.0, 0.1, 102*, nt, 60*
O=C(C[C@@H]1C=C[C@H](NC(=O)C2CC2)[C@H](CO)O1)NCC1CC1
 : 8, 2, -6, 0.0, 0.0, -2, -1, -7
CCc1c(C)c2cc(Cl)c(O)c(CN3CCCC3)c2oc1=O
 : -3, -1, 2, 0.0, nt, -19, 36*, 11
CC(=O)C1C(C)CC2C3CCC4CC(=O)CCC4(C)C3CCC21C (stereo unspecified)
 : -6, -4, -12, 0.2, -0.4, 7, 1, 2
COc1ccc(NC(=O)N2CCCC(CNS(=O)(=O)c3cccs3)C2)c(C)c1 (stereo unspecified)
 : -5, -1, nt, -0.1, nt, nt, 7, 4
CN(O)C(=S)c1ccccc1
 : -1, -8, nt, 0.0, nt, nt, -2, -2
Cc1ccc(N=Cc2cc3c(cc2[N+](=O)[O-])OCO3)cc1[N+](=O)[O-]
 : 1, -3, nt, 0.0, 0.2, -16, nt, -8
COc1ccccc1COn1c(=O)c(-c2ccco2)[n+]([O-])c2ccccc21
 : -5, 0, nt, 0.3, -1.1, nt, nt, -64
COc1ccccc1NC(=O)CSc1nccc(-c2ccco2)n1
 : 0, 0, 4, 0.0, nt, -7, -3, -41
Cc1ccc(S(=O)(=O)NCCOc2nc(N3CCOCC3)nc(N3CCOCC3)n2)cc1
 : 5, 7, -2, nt, nt, -9, 0, 0
COc1cccc(NC(=O)CCC2CCN(C(=O)c3c(C)noc3C)CC2)c1
 : 0, -10, 1, 0.0, nt, 1, -1, -4
CCCCn1c(N)c(N(Cc2ccccc2OC)C(=O)CN2C(=O)NC(C)(c3ccccc3)C2=O)c(=O)[nH]c1=O (stereo unspecified)
 : 4, 2, 12, 0.1, 3.8, -2, 2, -15
Cc1ccccc1-n1c(SCC(=O)N2CCC(C(=O)O)CC2)nnc1-c1ccncc1
 : 3, 2, -5, -0.1, 0.5, 10, -5, -15
Nc1ccccc1C(=O)NCCCN1CCN(c2cccc(Cl)c2)CC1
 : 0, 1, nt, 0.2, -0.1, nt, nt, -29
CC(=O)Nc1ccc(N2CC(C)(C)C2=O)cc1
 : 0, 3, nt, 0.0, 18, nt, -1, -9
C[C@H](CO)N1C[C@H](C)[C@@H](CN(C)C(=O)C2CC2)Oc2ncc(-c3cccnc3)cc2C1=O
 : 13, 7, 1, 0.0, -0.4, -10, 0, -7

5 entries already listed, ordered by heavy-atom count, smallest number first.
The line under a structure holds: S100A4 MyoIIA, ERp5 block, esBAF inh, Xi reactivation, E-sel inducer, RAD54 inh, ERAP1 HTS inh, RAD52 inh
O=C(C[C@@H]1C=C[C@H](NC(=O)C2CC2)[C@H](CO)O1)NCC1CC1
 : 8, 2, -6, 0.0, 0.0, -2, -1, -7
COc1ccccc1NC(=O)CSc1nccc(-c2ccco2)n1
 : 0, 0, 4, 0.0, nt, -7, -3, -41
COc1ccccc1COn1c(=O)c(-c2ccco2)[n+]([O-])c2ccccc21
 : -5, 0, nt, 0.3, -1.1, nt, nt, -64
COc1cccc(NC(=O)CCC2CCN(C(=O)c3c(C)noc3C)CC2)c1
 : 0, -10, 1, 0.0, nt, 1, -1, -4
Cc1ccc(S(=O)(=O)NCCOc2nc(N3CCOCC3)nc(N3CCOCC3)n2)cc1
 : 5, 7, -2, nt, nt, -9, 0, 0

The listing continues.
The line under a structure holds: S100A4 MyoIIA, ERp5 block, esBAF inh, Xi reactivation, E-sel inducer, RAD54 inh, ERAP1 HTS inh, RAD52 inh
CCCC(O)C#Cc1cnc2c(c1)C(=O)N([C@H](C)CO)C[C@H](C)[C@H](CN(C)S(C)(=O)=O)O2 (stereo partly specified)
 : -2, 5, 1, -1.1, 1.3, 3, -1, 5
CCCC(=O)Nc1ccc2c(c1)OC[C@@H](C)N(C(=O)C1CCCC1)C[C@@H](C)[C@@H](OC)CN(C)C2=O
 : 11, 5, 4, 0.2, -0.1, 6, -2, -5
CCC(=O)N[C@H]1C=C[C@@H](CC(=O)NCC2CCCCC2)O[C@H]1CO
 : -4, 9, 1, -0.1, -0.2, 7, 2, 0
CCc1cnc(N2[C@H](CO)[C@@H](c3ccc(C4=CCCCC4)cc3)[C@@H]2C#N)s1
 : -7, 1, 6, 0.1, 0.2, -4, 3, 7
O=C(CC[C@H]1O[C@@H](n2cnc3c(NC(=O)c4ccccc4)ncnc32)[C@H](O)[C@@H]1O)NCc1nc2ccccc2[nH]1
 : -2, -2, 1, 0.1, 1.7, 4, 1, -8
CC(C)NC(=O)C1(C)CCCN1Cc1ccccc1C#N (stereo unspecified)
 : -5, 1, -7, -0.1, 0.5, -14, -1, -7
NC1=NC(=O)/C(=C/c2cn(Cc3ccccc3)c3ccccc23)S1
 : -2, -2, 16, 0.6, 2.2, nt, 3, -40
O=C(OCc1csc(-c2ccccc2)n1)c1ccc(O)cc1
 : -5, 3, nt, 0.0, 0.0, nt, -3, -1
Cc1noc(C)c1C(=O)N1CCC(C(=O)c2ccc(F)cc2F)CC1
 : -1, 0, nt, -0.1, nt, nt, nt, -10
CCCC(=O)Nc1ccc(OCC(O)CNC(C)C)c(C(C)=O)c1 (stereo unspecified)
 : 1, 2, 4, -0.3, 0.2, 1, -4, -1
NC(Cc1ccccc1)c1csc(Nc2cc(Oc3ccccc3)ncn2)n1 (stereo unspecified)
 : 3, 11, 4, -0.1, -0.4, -3, 5, -75
Fc1ccc(CNCCC(Cc2ccccc2)c2ccco2)cc1 (stereo unspecified)
 : -26, 13, nt, 0.7, 3.3, 5, 3, -16
COc1ccccc1CCNS(=O)(=O)CCNC(=O)c1ccc2c(c1)OCO2
 : -1, 9, 1, 0.1, 2.9, 13, -2, -16
O=C1CN(C(=O)CSc2nc3ccccc3c(=O)n2Cc2ccc(F)cc2)c2ccccc2N1
 : 0, 1, 11, 0.0, nt, 5, 10, -14
CCOC(=O)C1=C(CC)Nc2ccccc2N/C1=N\S(=O)(=O)c1ccc(C(=O)OCC)cc1
 : 1, -1, nt, 0.1, nt, nt, 0, -2
Cc1cc(-n2c(C)cc(C(=O)COc3cccnc3[N+](=O)[O-])c2C)no1
 : 3, -4, 10, 0.1, 4.6, -1, 3, 2
COCC(=O)N1[C@@H](CO)[C@@H]2c3ccccc3N(C)C[C@@H]21
 : 4, -3, -2, 0.3, -0.1, -6, 1, -18
C[C@H](CO)N1C[C@H](C)[C@@H](CN(C)Cc2ccc(C(F)(F)F)cc2)OCCCC[C@H](C)Oc2ccc(NC(=O)Nc3ccc(F)cc3)cc2C1=O
 : 2, 12, -5, -0.1, nt, 1, 1, -24
O=C(COc1ccc2ccccc2c1)Nc1nccs1
 : 4, -5, nt, -0.2, 0.1, nt, -3, 8
COc1ccc(S(=O)(=O)NCc2ccco2)cc1C(=O)N1CCOCC1
 : -7, -2, -5, 0.0, nt, 17, -3, -4
Cc1ccc(S(=O)(=O)N(C)C[C@H]2Oc3c(NC(=O)Nc4cccc5ccccc45)cccc3C(=O)N([C@@H](C)CO)C[C@@H]2C)cc1
 : 2&-2, -2&2, -2&5, -0.1&0.5, 0.0&-0.3, 7&-5, -1&2, 6&-27
C[C@H](CO)N1C[C@H](C)[C@H](CN(C)C(=O)Cc2ccccc2)OCCCC[C@H](C)Oc2ccc(NC(=O)c3ccncc3)cc2C1=O
 : 2, 1, 1, 0.1, 0.3, 5, 0, -2
NCCCCCC(=O)N/N=C/c1ccc2nccnc2c1
 : 3, 2, nt, 0.1, nt, nt, nt, 88*
O=C(Nc1nccs1)c1nc[nH]c1C(=O)NCc1ccccc1
 : 0, 3, 1, 0.2, -0.1, -7, -2, -6
CC(=O)c1ccc(-c2ccc(C(=O)N(C)c3c(N)n(Cc4ccccc4)c(=O)[nH]c3=O)o2)cc1
 : 9, 1, 6, 0.2, nt, 3, 1, -68
C[C@@H]1CN([C@@H](C)CO)C(=O)Cc2cc(NC(=O)Nc3ccc(C(F)(F)F)cc3)ccc2O[C@H]1CN(C)Cc1ccc(-c2ccccc2)cc1
 : -7, -1, 3, -0.5, 0.2, 11, 5, -22
CCNC(=O)N1CCN(C(=O)NCC)CC1
 : 5, 0, -1, 0.2, nt, -1, -6, -7
Cc1cc(C)n2nc(C(=O)OCC(=O)Nc3ccc(Cl)cc3)nc2n1
 : -10, 3, 1, -0.1, -1.0, 0, -2, -59
O=C(CCC(=O)N/N=C/c1cc(Cl)cc(Cl)c1O)NCc1ccccc1
 : 6, 2, nt, 1.5, nt, nt, 12, -3
O=C(Nc1nc2ccccc2s1)c1ccc(OCC2CCCO2)cc1 (stereo unspecified)
 : 1, 3, nt, 0.0, nt, -9, 0, -41
COc1cccc(CC(=O)Nc2ccc3c(c2)CCC3)c1
 : 0, 5, 8, 0.2, -0.1, nt, 0, -33

Random draw from the library; about 2.5% have a hit in one of these screens.
